Ub-GFP proteasome: inhibits proteasome, raising ubiquitin-GFP reporter fluorescence | Potency, µM (doses to about 45.9 µM), for inactives: at the top dose activation (GFP accumulation), most hits filed as activators | Ubiquitin-GFP reporter cells, proteasome inhibition, GFP fluorescence; response scale: untreated = 0%, 10 µM MG-132 = 100% | 67,000 tested, under 10 active; active = well fitted activation curve with a large enough effect, not every such curve was filed as active; inconclusive = small, poorly fitted or top-dose-only effect, or another doubt; inactive = no such curve, though single readings can be large or run the other way; note: potency is the fitted concentration of half-maximal effect
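Reporter cells (U2OS, ubiquitin-G76V-GFP fusion) are plated overnight, then treated 4 hr at 37 °C with compound titrations from 46 uM down to 2.9 nM. Activity is scaled against untreated cells and 10 uM MG-132.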
Epigenetic mod: epigenetic modulators derepressing GFP locus in mouse cells. Potency, µM (doses to about 46.1 µM), for the others: top-dose GFP derepression (activation). AID 597. mouse C127i GFP locus derepression, cytometry, 30 h. 68,000 tested, 0.09% active; note: % of control where 0% means no effect
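Derepression screen: silenced CMV-GFP reporter in murine C127i cells, 30 h compound incubation at 37 C, washed cells imaged by laser-scanning cytometer to enumerate GFP-expressing objects of 20 to 120 um.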
4MU fluor: 4-MU region autofluorescence | compound autofluorescence, 340/450 nm, 4-MU equivalents; stronger effect = higher value | 59,000 tested, 11% active | AID 589 | max dye-equivalent concentration, M; in the data active = max dye-equivalent concentration above about 10 nM; inconclusive = mostly about 1.1 nM to 9.6 nM
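Compounds in 100 mM Tris, pH 8.0, incubated 15 min at room temperature, then fluorescence read at 340 nm excitation/450 nm emission. Signal converted to 4-MU dye-equivalent concentration using an on-plate six-point 4-MU standard curve.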
BRCT PPI green: blocks human BRCA1 BRCT binding to phosphopeptide, green readout; P38398; BRCA1 BRCT-phosphopeptide binding, green fluorescence polarization; Potency, µM (top dose mostly 76.9 µM), without a hit: at the highest dose activity change, negative = inhibition, actives largely listed as inhibitors; 75,000 tested, 0.05% active; AID 875;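 note: potency is the fitted concentration of half-maximal effect; plate controls were peptide without protein for full effect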
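Fluorescence polarization: His-tagged BRCT (~35 kDa BRCA1 C-terminus, 250 nM) bound to 100 nM fluorescein-labeled phosphorylated 10-aa BACH1 peptide, pH 7.3 phosphate buffer with DTT and Tween 20. Compounds incubated 12 min at room temperature; inhibition read as lowered polarization.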
HBB splice mod: hemoglobin beta splicing modulation; 65,000 tested, 0.06% active; HBB splicing reporter cell assay, activation; EGFP reporter with mutant IVS2-654 intron; response scale: normalised to 500 nM splice-correcting PNA; Potency, µM (doses to about 46.1 µM), for inactives: at the top dose activation, usual class: activators; note: potency is the fitted concentration of half-maximal effect; 0% is about no effect
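Compounds were applied for 2 days to HeLa EGFP-654 cells, 500/well in Optimem with 2% FCS. The reporter's EGFP is disrupted by mis-splicing of beta-globin intron IVS2-654. Readout: summed well GFP fluorescence from 488 nm laser scanning; reference was 500 nM antisense […] 654 PNA.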
Hsp90 Hop PPI: changes Hsp90-Hop TPR2A binding signal, up or down. AlphaScreen TPR2A-His6 binding biotin-Hsp90 C-terminal peptide. Potency, µM (doses to about 57 µM), for inactives: at the top dose activity change, negative = inhibition. 71,000 tested, 0.44% active. AID 595; active = well fitted curve in either direction with a large enough effect; inconclusive = small, poorly fitted or top-dose-only effect, or another doubt; note: potency is the fitted concentration of half-maximal effect; % is set by controls: 0 for no effect and ±100 for the full control effect; many of its hits are not listed in these tables
DNA Pol III inh: inhibitors of bacterial DNA polymerase III holoenzyme; 71,000 tested, 0.25% active; AID 603; reconstituted DNA polymerase III holoenzyme replication, biochemical; Potency, µM (highest dose often 57.1 µM), for inactives: at the top dose activity change, negative = inhibition; note: potency is the fitted concentration of half-maximal effect; % is set by controls: 0 for no effect and ±100 for the full control effect
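Reconstituted *E. coli* holoenzyme (0.35 nM Pol III, 1 nM beta, 154 nM SSB, 2 nM primase) was preincubated with compound for 15 min at RT. Synthesis on 1.4 nM ssM13Gori ran 35 min, then was stopped with PicoGreen/EDTA and read as dsDNA fluorescence.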
CRE Fsk mod: modulators of forskolin-stimulated CRE signaling in CHO cells. CHO CRE-bla reporter (cAMP response element driving beta-lactamase), forskolin EC10, beta-lactamase ratio. Potency, µM (doses to about 38.2 µM), inactives show top-dose activity change, negative = inhibition, usual class: activators. 71,000 tested, 2.5% active; active = well fitted activation curve with a large enough effect in the signal ratio, with a control signal flat, not every such curve was filed as active; inconclusive = small, poorly fitted or top-dose-only effect, or effect the other way, or a change in a side signal; the % refers to the signal ratio; note: potency is the fitted concentration of half-maximal effect; % of control where 0% means no effect
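Titrated compounds plus EC10 NKH 477 on CHO CRE-bla cells, 3 h, 37 °C. CCF4, 2 h RT. Ratio 460/530 nm → AC50.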
BRCT inh red: BRCT-phosphoprotein interaction inhibition (red fluorophore) | AID 892 | 75,000 tested, 0.03% active | Potency, µM (top dose mostly 76.9 µM), inactives show at the highest dose activity change, negative = inhibition, usual class: inhibitors | P38398 | BRCT-phosphopeptide binding, red fluorescence polarization; note: % is set by controls: 0 for no effect and ±100 for the full control effect
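Fluorescence polarization: 100 nM His-tagged BRCA1 BRCT with 100 nM TAMRA-labelled phospho-BACH1 decapeptide, phosphate buffer pH 7.3 with 150 mM NaCl, DTT, 0.01% Tween 20; 12 min RT. Binding inhibition seen as FP decrease.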
15-hLO inh: 15-hLO (ALOX15) enzyme inhibition. purified 15hLO-1, xylenol orange hydroperoxide absorbance. Potency, µM (top dose mostly 57.1 µM), for inactives: at the highest dose activity change, negative = inhibition, hits mostly inhibitors. 74,000 tested, 1.4% active. AID 887; note: potency is the fitted concentration of half-maximal effect; % is set by controls: 0 for no effect and ±100 for the full control effect; nearly all actives have a fitted effect of over 55% in size
Target sequence (P16050 whole entry, looked up): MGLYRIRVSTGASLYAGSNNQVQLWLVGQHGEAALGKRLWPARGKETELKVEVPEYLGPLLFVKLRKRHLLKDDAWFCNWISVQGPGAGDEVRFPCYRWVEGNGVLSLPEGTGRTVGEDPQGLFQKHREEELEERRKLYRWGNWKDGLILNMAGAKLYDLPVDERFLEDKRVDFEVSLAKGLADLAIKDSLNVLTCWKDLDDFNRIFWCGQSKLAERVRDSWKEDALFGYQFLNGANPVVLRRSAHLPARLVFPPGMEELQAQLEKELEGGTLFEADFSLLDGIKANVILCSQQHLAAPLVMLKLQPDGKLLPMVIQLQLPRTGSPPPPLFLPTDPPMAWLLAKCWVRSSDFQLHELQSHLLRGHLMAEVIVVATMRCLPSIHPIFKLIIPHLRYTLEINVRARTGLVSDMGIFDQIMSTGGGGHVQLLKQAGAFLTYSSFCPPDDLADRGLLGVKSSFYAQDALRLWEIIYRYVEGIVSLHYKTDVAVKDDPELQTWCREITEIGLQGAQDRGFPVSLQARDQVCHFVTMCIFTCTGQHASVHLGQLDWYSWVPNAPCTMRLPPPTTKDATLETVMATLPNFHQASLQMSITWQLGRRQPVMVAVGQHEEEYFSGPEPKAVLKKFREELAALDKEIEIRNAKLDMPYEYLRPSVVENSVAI
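Quantitative HTS in 25 mM Hepes pH 7.5 containing 0.01% Triton X-100: human 15hLO-1 at 40 nM, arachidonic acid at 50 uM, 6 min turnover. Product quantified via ferrous oxidation/xylenol orange, 573:405 nm absorbance ratio.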
A350 autofl: compound fluoresces in the Alexa 350 spectral region | Compound autofluorescence, 340/450 nm, Alexa 350 dye-equivalents; stronger effect = higher value | 59,000 tested, 11% active | max dye-equivalent concentration, M | AID 590; in the data active = max dye-equivalent concentration above about 10 nM; inconclusive = mostly about 1.1 nM to 9.6 nM
* = called active by the depositor; i = inactive; ? = inconclusive; / = not tested or not shown; ! = not confirmed by another sample; [ ] = dose if it differs, or a comment. Unless noted, calls come from the whole dose curve; as a rule, active = well fitted curve in the direction sought with a large enough effect; inconclusive = small, poorly fitted or top-dose-only effect, or another doubt; inactive = no such curve, though single readings can be large; an effect the other way counts as inactive or inconclusive.

SMILES	Ub-GFP proteasome	Epigenetic mod	4MU fluor	BRCT PPI green	HBB splice mod	Hsp90 Hop PPI	DNA Pol III inh	CRE Fsk mod	BRCT inh red	15-hLO inh	A350 autofl
CC(C(=O)Nc1ccccc1-c1ccccc1)N1CCOCC1 (configuration not stated)	-4.8%	0.0%	i	1.0%	0.5%[57.5 µM]	-2.1%	-5.3%	5.6%	-0.7%	3.6%	i
COCCn1c(-c2ccc(OC)c(OC)c2)nc2ccccc21	-7.9%	0.0%	i	-1.6%	0.2%	1.4%	-2.5%	?	0.9%	0.3%	i
CCCOC(=O)C1[C@H]2C(=O)N(C(C)c3ccc(OC)cc3)C[C@]23C=C[C@H]1O3 (some centres not stated)	-8.4%	-2.6%	i	-0.1%	-1.4%	-4.8%	-9.1%	3.9%	-0.6%	0.4%	i
Nc1nnc(SCc2ccc(F)cc2Cl)s1	-2.9%	2.9%	i	-2.2%	-1.6%	-18.0%	-6.0%	?	-1.9%	?	i
COc1cc2c(cc1OC)C(c1ccccc1O)N(C1CC(=O)N(c3ccccc3)C1=O)CC2 (configuration not stated)	12.0%	0.0%	/	0.6%	3.7%	-9.6%	6.2%	-4.4%	0.1%	-11.5%	/
CCOc1cc(C(=O)NCCN2CCOCC2)cc(OCC)c1OCC	21.7%	-0.5%	/	-2.6%	0.7%	-0.2%	-0.4%	8.0%	-0.4%	-3.7%	/
Cc1nn(C(=O)N2CCCCC2)c(C)c1CN1C(=O)c2ccccc2C1=O	-3.1%	-4.8%	i	-0.6%	-1.0%	-5.7%	-2.1%	?	-2.2%	2.6%	i
COCCn1c(=O)c(-c2cn(C)c3ccccc23)nc2cnc(OCc3ccccc3)nc21	-6.9%	0.0%[9.22 µM]	i	-3.9%	-1.0%	20.1%	-3.4%	?	-0.7%	2.0%	i
Cc1c(C(=O)NN2CCOCC2)nn(-c2ccc(Cl)cc2Cl)c1-c1ccc(I)cc1	-5.5%	1.0%	/	-0.8%	/	-1.6%	-11.0%	-18.8%	0.8%	?	/
O=C(c1cccc(F)c1)n1nnc2ccccc21	-6.8%	-1.6%	i	-0.8%	0.3%	-0.7%	-2.4%	?	-0.9%	5.1%	i
COc1cc(NC(=O)C2CCCC2)c(OC)cc1Cl	1.6%	0.0%	/	0.6%	-3.9%	3.3%	-1.0%	10.9%	0.2%	-2.9%	/
COc1cc(NC(=O)c2ccccc2)c(OC)cc1NC(=O)CN1CCOCC1	0.0%	1.2%	i	2.5%	/	-4.9%	-5.5%	?	0.8%	?	i
CCOc1ccccc1CN1C(=O)NC(C)(c2ccccc2)C1=O (configuration not stated)	-4.5%	-3.3%	i	0.0%	0.6%	1.6%	-0.8%	-14.3%	-0.9%	8.9%	i
C=C(C)Cn1c(CCNC(=O)C(C)(C)C)nc2ccccc21	-4.9%	0.0%	i	-1.9%	-0.1%	-1.6%	-3.8%	?	-0.1%	2.1%	i
COc1cc(-c2ccc(N=Nc3ccc4c(S(=O)(=O)O)cc(S(=O)(=O)O)c(N)c4c3O)c(OC)c2)ccc1N=Nc1ccc2c(S(=O)(=O)O)cc(S(=O)(=O)O)c(N)c2c1O	-5.2%	?	?	39.8µM*!	-0.3%[20.6 µM]	3.98µM*!	2.51µM*	?	?	?	?

Pulled one by one from the entries so far, 3 records:
SMILES	Ub-GFP proteasome	Epigenetic mod	4MU fluor	BRCT PPI green	HBB splice mod	Hsp90 Hop PPI	DNA Pol III inh	CRE Fsk mod	BRCT inh red	15-hLO inh	A350 autofl
CCOc1cc(C(=O)NCCN2CCOCC2)cc(OCC)c1OCC	21.7%	-0.5%	/	-2.6%	0.7%	-0.2%	-0.4%	8.0%	-0.4%	-3.7%	/
Cc1c(C(=O)NN2CCOCC2)nn(-c2ccc(Cl)cc2Cl)c1-c1ccc(I)cc1	-5.5%	1.0%	/	-0.8%	/	-1.6%	-11.0%	-18.8%	0.8%	?	/
COc1cc(NC(=O)C2CCCC2)c(OC)cc1Cl	1.6%	0.0%	/	0.6%	-3.9%	3.3%	-1.0%	10.9%	0.2%	-2.9%	/

(next part)
SMILES	Ub-GFP proteasome	Epigenetic mod	4MU fluor	BRCT PPI green	HBB splice mod	Hsp90 Hop PPI	DNA Pol III inh	CRE Fsk mod	BRCT inh red	15-hLO inh	A350 autofl
COc1ccc(NC(=O)C2CC2)cc1-n1cnnn1	1.0%	-2.3%	i	-2.6%	0.0%[57.5 µM]	0.8%	4.7%	3.2%	1.3%	-1.1%	i
Nc1ncnc2nn([C@H]3O[C@@H](CO)[C@@H](O)[C@H]3O)nc12	-1.4%[9.17 µM]	0.0%[9.22 µM]	i	-3.1%[15.4 µM]	7.5%[9.22 µM]	-4.7%[11 µM]	-2.2%[11.4 µM]	1.2%[7.6 µM]	1.4%[15.4 µM]	-0.1%[11.4 µM]	i
Cc1noc(NS(=O)(=O)c2ccc(NC(=O)C34CCC(CC3)C4)cc2)c1C	-4.8%	-0.1%	i	-1.0%	3.5%	-0.5%	-3.9%	-7.7%	-1.2%	8.7%	?
N#C/C(=C\c1ccc(O)c(O)c1)C(=O)c1ccc(O)c(O)c1	-6.2%	-1.1%	?	5.5%	3.0%	?	?	-4.2%	1.6%	3.98µM*	?
COc1ccccc1-c1nccc(NCc2ccccc2)n1	-4.5%	6.0%[9.22 µM]	i	-2.4%	-2.8%	-9.7%	-8.3%	1.5%	-0.8%	-10.5%	i
O=C(Nc1ccc(-c2nc3ccccc3[nH]2)cc1)C1CCCO1 (configuration not stated)	2.5%	-4.3%	i	0.4%	0.2%	-4.6%	-5.4%	14.3%	-2.7%	8.0%	i
CC(=O)Nc1cc(N2C(=O)CCC2=O)ccc1Cl	-10.5%	7.5%	/	-0.4%	-0.4%	?	2.7%	-0.6%	0.7%	-0.4%	/
O=C(Oc1ccccc1)N1CCC[C@@]2(CCN(c3ncccn3)C2)C1	-5.8%	0.0%[9.22 µM]	i	-1.9%	0.8%	-4.5%	-5.0%	10.9%	-0.1%	0.9%	i
CCOC(=O)c1c(NC(=O)CSc2nnc(CNc3ccc(OC)cc3)n2C)sc(C)c1C	-4.3%	0.5%	i	-1.4%	/	-19.7%	-2.0%	18.9%	-0.3%	-9.0%	i
CC1CCCCN1C(=O)c1cnn2c(C(F)(F)F)cc(-c3ccco3)nc12 (configuration not stated)	7.0%	0.0%	/	-0.7%	-0.1%[9.22 µM]	0.1%	4.6%	?	-0.3%	-9.3%	/
CCCCN1CN(S(=O)(=O)c2cccs2)c2nc3ccccc3nc21	1.7%	-1.6%	1.57e-08M*	1.1%	0.0%[57.5 µM]	-3.2%	-2.4%	?	-0.6%	?	2.19e-08M*
CCN1C(=O)C(NC(C)=O)c2cc(Br)ccc21 (configuration not stated)	1.0%	-2.6%	i	-4.6%	0.9%	-3.5%	-3.2%	-25.9%	-0.4%	6.0%	?
COc1ccc(N(C)S(=O)(=O)c2cccc(C(=O)NC3=NCCS3)c2)cc1	-1.0%	-1.4%	i	-0.9%	-3.2%	0.3%	-5.9%	-0.6%	-5.4%	-7.3%	i
Cc1ccc(NC(=O)CCN2CCN(C/C=C/c3ccccc3)CC2)cc1C	0.0%	-3.7%	?	0.9%	2.6%[1.84 µM]	-8.2%	-2.1%	-24.5%	-0.4%	?	?
CC(OC(=O)c1ccco1)C(=O)NC1CCCCC1 (configuration not stated)	3.4%	2.5%	i	-1.6%	0.1%[57.5 µM]	0.9%	-0.6%	-0.2%	-2.1%	5.1%	i
O=C(c1ccc2c(c1)OCO2)N1CCCc2ccccc21	-4.3%	1.9%	i	-1.2%	/	-1.3%	-1.9%	-9.0%	-2.1%	-5.9%	i
CCCS(=O)(=O)N1CCC(C(=O)NC2CCCC(C)C2C)CC1 (configuration not stated)	-7.4%	4.0%	?	0.7%	0.1%	1.6%	-5.4%	-25.8%	0.3%	2.4%	?
Cc1ccc2c(c1)C(N1CCN(C)CC1)=Nc1cccnc1N2	2.6%	-1.1%	i	-2.3%	1.7%	-8.0%	0.2%	-6.5%	-1.7%	4.7%	i
Cc1cc(C)nc(N(C#N)Cc2ccccc2)n1	3.8%	0.6%	i	0.0%	0.6%	-0.3%	-4.3%	5.1%	-2.0%	4.9%	i
CC(C(=O)NC1=NCCS1)N1C(=O)c2ccccc2C1=O (configuration not stated)	-10.4%	-1.1%	i	-1.8%	0.5%	1.4%	-4.0%	?	0.8%	11.4%	i
O=C(Oc1ccc(N(Cc2cccs2)C2=NS(=O)(=O)c3ccccc32)cc1)c1ccco1	-4.1%	-5.9%	i	0.2%	-2.2%	-3.9%	-11.7%	-4.5%	0.5%	7.7%	i

Screens from PubChem BioAssay.
